# Pf gamet viab = late stage P. falciparum gametocyte viability inhibitors, primary screen, ATP luminescence, HTS; 150,000 compounds, 0.065% hits; inhibition, % at 10.9 µM; AID 743093, 2013; P. falciparum stage V gametocytes, 24 h;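 active = inhibition above the mean plus 3 SD of compounds within the control limits, set per campaign, cut at about 38% in these data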;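 also: 0% = DMSO wells and 100% = medium only without gametocytes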
# HRas wt GTP = modulators of GTP binding to HRas wildtype, primary screen, biochemical, bead-based flow cytometry, multiplex | GST-Ras wt beads, Bodipy-FL-GTP binding; actives lie on both sides | GTP binding activity, % at 10 µM | 190,000 compounds, 0.14% hits | AID 759, 2007;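 active = GTP binding activity at least 20% away from the 100% baseline, either lowered as inhibitor or raised as activator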;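 also: 0% = unlabeled GTP competition control and 100% = no-compound control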
# Target sequence (P01112 whole entry, looked up): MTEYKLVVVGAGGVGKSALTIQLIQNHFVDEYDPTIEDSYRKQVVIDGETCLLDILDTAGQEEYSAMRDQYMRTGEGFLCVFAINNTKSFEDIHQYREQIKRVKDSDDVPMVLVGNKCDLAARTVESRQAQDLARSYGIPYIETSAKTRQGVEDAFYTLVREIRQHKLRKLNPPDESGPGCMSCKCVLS
# Rab7 wt GTP bind = modulators of GTP binding to Rab7, primary screen, biochemical, wildtype, multiplex bead flow cytometry; Rab7 GTPase wild type (dog), Bodipy-FL-GTP binding; GST-Rab7 beads, fluorescent GTP binding; actives lie on both sides; untreated = 100%, excess cold GTP = 0%; GTP binding activity (percent of control), % at 10 µM; 190,000 compounds, 0.055% hits; AID 758, 2007;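 active = fluorescent GTP binding to Rab7 beads changed by at least 20 points from the 100% baseline, either direction, mostly lower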;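 also: median green fluorescence of bound Bodipy-FL-GTP per Rab7 bead population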
# Cdc42 wt GTP = modulators of GTP binding to wildtype Cdc42, primary screen, biochemical, multiplex bead flow cytometry, Bodipy-GTP; Cell division control protein 42 homolog (Homo sapiens), P60953; GST-Cdc42 beads; actives lie on both sides; percent activity (GTP binding), % at 10 µM; 190,000 compounds, 0.2% hits; AID 761, 2007;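 active = percent activity GTP binding at least 20 points away from the 100% baseline, either down as inhibitor or up as activator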;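 also: median bead fluorescence of bound Bodipy-FL-GTP at 100 nM; 0% = excess unlabeled GTP control and 100% = no compound control; below 100% means less GTP binding so inhibitor and above means activator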
# Target sequence (P60953 whole entry, looked up): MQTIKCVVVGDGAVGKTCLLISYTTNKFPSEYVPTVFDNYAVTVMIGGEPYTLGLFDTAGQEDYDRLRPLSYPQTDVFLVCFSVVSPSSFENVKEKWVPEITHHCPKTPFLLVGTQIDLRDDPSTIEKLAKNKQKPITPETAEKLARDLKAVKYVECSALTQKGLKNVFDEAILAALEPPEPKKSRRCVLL
# ABCG2 block = ABCG2 efflux pump inhibitors, primary screen, multiplex with ABCB1, IgMXP3 cells, flow cytometry | inhibition, % at 6.6 µM | AID 1325, 2008 | JC-1 efflux | 190,000 compounds, 0.1% hits | Broad substrate specificity ATP-binding cassette transporter ABCG2 (Homo sapiens), Q9UNQ0;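 active = inhibition above 80%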;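 also: 0% = DMSO and 100% = nicardipine control wells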
#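 Incubation: cells with compound and JC-1, 10 min at 25 °C, rotating, no wash / Test system: IgMXP3 (ABCG2) plus far-red-tagged CCRF-Adr (ABCB1) cells / Compound dosing: one concentration, 6.6 µM final / Also added: JC-1 fluorescent substrate / Evaluation: efflux inhibition in percent versus controls / Detection: flow cytometry, 530 nm JC-1 signal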
# ABCB1 block = ABCB1 efflux pump inhibitors, primary screen, cell-based, multiplex, flow cytometry, ABCG2 counter-screen; ATP-dependent translocase ABCB1 (Homo sapiens), P08183; CCRF-Adr cells, JC-1 efflux; inhibition, % at 6.6 µM; 190,000 compounds, 0.067% hits; in the data active = inhibition above about 40%;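 also: 0% = vehicle and 100% = reference inhibitor; higher value means more JC-1 retained so stronger ABCB1 efflux block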
# Rac1 wt modul = wildtype Rac1 GTP binding modulators, primary screen, biochemical, GST-Rac1 beads, flow cytometry, multiplex; Ras-related C3 botulinum toxin substrate 1 (Homo sapiens), P63000; fluorescent GTP binding; actives lie on both sides; 0 = cold GTP competed, 100 = untreated; 190,000 compounds, 0.27% hits; GTP binding activity (% of control), % at 10 µM;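 active = GTP binding activity at least 20 points away from the 100% control level, either lower or higher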
# Rac1 mut GTP = GTP binding modulators of activated mutant Rac1, primary screen, biochemical, bead-based flow cytometry, multiplex, fluorescent GTP; Ras-related C3 botulinum toxin substrate 1 (Homo sapiens), P63000; GST-Rac1 activated beads; actives lie on both sides; 100% means binding = to untreated wells; percent activity (GTP binding), % at 10 µM; 190,000 compounds, 0.11% hits; AID 764, 2007;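 active = GTP binding at least 20 percentage points away from the 100% baseline, in either direction, so actives lie on both sides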
# Rab2A wt mod = modulators of GTP binding to Rab2A wildtype, primary screen, biochemical, dog, bead-based flow cytometry, multiplex. 190,000 compounds, 0.19% hits. GST-Rab2 wt beads, Bodipy-GTP binding. Ras-related protein Rab-2A (Canis lupus familiaris), P61105. AID 760, 2007. GTP binding activity, % at 10 µM;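 active = GTP binding activity at least 20 points away from 100%, either lowered or raised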;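 also: 0% = beads with excess unlabeled GTP and 100% = no-compound control corrected for plate trend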
# Avidin fluor = green autofluorescence of compounds with avidin beads – biophysical, 488/530 nm, flow cytometry, artefact control, profiling panel | compound fluorescence 488/530 nm; stronger effect = higher value | fluorescence (KMESF) at 10 µM | 220,000 compounds, 0.38% hits | AID 1775, 2009; in the data active = fluorescence above about 47; also: inactives centre near 10
# Mcl1-Noxa inh = Mcl-1/Noxa binding inhibitors, primary screen, biochemical, TR-FRET, 1536-well. AID 1022, 2008. TR-FRET Mcl-1/Noxa peptide binding, 2 h. 220,000 compounds, 1.5% hits. inhibition, % at 21.7 µM. Induced myeloid leukemia cell differentiation protein Mcl-1 (Homo sapiens), Q07820;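 active = compounds that cut the protein-peptide binding signal by more than 50% relative to plate controls in a single-dose test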;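 also: His-tagged Mcl-1 with rhodamine Noxa BH3 peptide and terbium anti-His antibody; 0% = Mcl-1 plus Noxa peptide wells and 100% = peptide-only wells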
# Target sequence (Q07820 whole entry, looked up): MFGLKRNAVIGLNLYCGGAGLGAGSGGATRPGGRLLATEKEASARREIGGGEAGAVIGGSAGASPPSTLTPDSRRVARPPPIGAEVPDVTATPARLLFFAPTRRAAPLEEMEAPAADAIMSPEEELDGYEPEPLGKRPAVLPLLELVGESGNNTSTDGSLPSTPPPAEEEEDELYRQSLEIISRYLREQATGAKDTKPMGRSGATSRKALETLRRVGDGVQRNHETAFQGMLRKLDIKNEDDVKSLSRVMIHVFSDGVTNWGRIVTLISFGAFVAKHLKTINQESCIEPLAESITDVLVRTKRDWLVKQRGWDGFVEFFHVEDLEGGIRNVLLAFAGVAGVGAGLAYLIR
# The depositor's hits bear a star; · = not tested or not shown.
SMILES,Pf gamet viab,HRas wt GTP,Rab7 wt GTP bind,Cdc42 wt GTP,ABCG2 block,ABCB1 block,Rac1 wt modul,Rac1 mut GTP,Rab2A wt mod,Avidin fluor,Mcl1-Noxa inh
CC1CCN(C(=O)c2cccc(S(=O)(=O)N3CCCCC3)c2)CC1,-10,104,99,104,7,0.7,110,100,101,6,-12
COc1ccc(/C=C/C(=O)c2ccc(Cl)s2)cc1O,12,105,107,107,8,0.6,111,100,103,11,22
Cc1nn(C)c(C)c1N1C(=O)c2cccc3c(Br)ccc(c23)C1=O,·,98,92,98,1,1.2,101,99,96,21,-6
O=C1C(=Cc2cccs2)C(=O)c2ccccc21,14,101,95,97,-1,-0.3,98,96,100,12,6
Cc1ccc(NC(=O)c2ccncc2)cc1[N+](=O)[O-],-13,100,102,102,6,0.4,101,98,98,16,0
c1cncc(-c2nnc3n2CCC3)c1,9,94,87,101,0,-0.1,101,99,96,5,18
CCOC(=O)N1CCN(C(=O)/C(=C/c2cccc3ccccc23)NC(=O)c2ccc(OC)c(OC)c2)CC1,9,103,99,103,0,6.5,104,101,100,2,-10
O=C(Nc1ccccc1)c1ccccc1NC(=O)C1CCCCC1,-2,102,100,99,2,0.1,102,98,100,12,5
COc1ccc(-n2cc(CN(C)C(C)c3ccncn3)c(-c3cccc(F)c3)n2)cc1 (stereo not given),-3,94,96,95,14,3.5,96,93,95,1,-6
O=c1oc(Nc2cccc(Cl)c2)nc2ccccc12,·,94,97,93,0,-0.1,99,94,99,5,-2
CCOc1ccc(N=C2NC(=O)C(CC(=O)Nc3ccccc3)S2)cc1 (stereo not given),25,98,102,99,3,-0.1,98,95,98,11,12
CN1CCN(C(=O)c2ccc3c(=O)n(-c4ccc(F)cc4)c(=S)[nH]c3c2)CC1,-29,101,105,99,9,1.7,102,100,101,6,19
CC1C=CCC2C(=O)N(c3ccccc3OC(=O)c3cccs3)C(=O)C12 (stereo not given),·,97,103,96,-1,0.2,95,95,98,8,-9
O=C1C2C(C(=O)N1c1nccs1)C1C=CC2C12CC2 (stereo not given),7,96,105,92,4,-0.2,94,94,96,8,1
Cc1nnsc1C(=O)NC(C)C12CC3CC(CC(C3)C1)C2 (stereo not given),19,103,102,103,0,0.0,106,102,101,7,5
CCCN(CCC)CCNc1c(NC2CCN(C(=O)OCC)CC2)c(=O)c1=O,·,102,100,102,2,0.2,106,98,104,7,34
COc1ccc(/C=C(/C(=O)Nc2ccccc2C(=O)N2CCCC2)c2ccccc2)cc1,1,102,101,104,0,0.3,100,97,104,10,-2
CCC(C)N1CCN(C(=O)c2cccs2)CC1 (stereo not given),·,97,98,97,1,0.4,101,94,96,27,30
CCN(CC)CC#CCC(O)(c1ccccc1)c1ccc(Br)cc1 (stereo not given),-18,96,100,92,0,0.1,97,95,96,11,-3
O=C(N/N=C/C=C/c1ccccc1[N+](=O)[O-])c1cccs1,4,·,·,·,46,1.2,·,·,·,12,15
CCCCN(C(=O)Cc1cccc(F)c1)c1c(N)n(CCC)c(=O)[nH]c1=O,-18,98,108,93,7,1.1,101,93,97,9,-14
Cc1cc(C)[n+](C)n1CC(O)Cn1c2ccccc2c2ccccc21 (stereo not given),·,95,97,94,8,1.3,100,96,96,12,17
CC(=O)c1cccc(NC(=S)NCCc2ccc(Cl)cc2)c1,-14,100,107,96,11,0.1,99,98,102,11,21
Cc1ccc(Cl)cc1N1CCN(C(=O)C2CCN(S(=O)(=O)c3cccnc3)CC2)CC1,13,101,103,100,1,0.6,101,100,101,9,16
CN1C(=O)CC(C(=O)O)SC1=Nc1cc(Cl)c(O)c(Cl)c1 (stereo not given),12,96,101,96,-1,-0.1,97,96,98,29,42
Cc1ccc(NC(=O)CS(=O)CC(=O)N(c2ccc(C)cc2)C(C)C(=O)NC2CCCCC2)cc1 (stereo not given),-11,95,97,95,3,1.2,95,99,97,7,3
Cc1cccc2cc3c(N)c(C(=O)N4CCCc5ccccc54)sc3nc12,9,103,104,97,7,6.5,102,101,101,12,35
O=C(COc1ccc([N+](=O)[O-])cc1Cl)NCCc1ccccc1,8,100,97,98,10,0.4,102,100,100,15,20
N#Cc1cccc(NC(=O)CC2CCCCC2)c1,-13,102,98,98,2,0.2,101,100,100,9,5
COC(=O)c1cc(NC(=S)N2CCN(c3ccccn3)CC2)cc(C(=O)OC)c1,14,97,103,97,32,2.1,97,96,97,14,11
CCOC(=O)C1=C(CNCCc2ccc(Cl)cc2)NC(=O)NC1c1ccc2c(c1)OCO2 (stereo not given),7,97,98,96,-2,-0.2,99,98,100,2,18
Oc1ccc(/C(Cc2ccccn2)=N\Nc2ccccc2)c(O)c1,-6,100,105,101,3,-0.4,99,94,104,5,30
CCOC(=O)C1CCN(c2ncnc3c2oc2ccc(Cl)cc23)CC1,·,98,98,97,0,0.1,96,98,99,17,-2
COc1ccc(NC(=S)NC2CCCCC2)cn1,4,94,88,97,2,0.1,96,99,98,9,-8
Cc1cc(C)nc(/N=C(/NC(=O)Nc2ccc(Cl)c(Cl)c2)Nc2cccc(Cl)c2)n1,·,101,101,102,19,-0.9,105,102,102,17,-25
CCOC(=O)NC(=O)/C(C#N)=C(/C)N(C)C,15,100,104,99,5,0.3,101,96,99,10,9
CN(C(=O)COC(=O)c1cc([N+](=O)[O-])ccc1Sc1ccccc1)C1CCS(=O)(=O)C1 (stereo not given),-22,92,95,95,2,0.4,95,96,92,24,-7
CC(C)CNC(=O)NC(=O)COC(=O)c1cccc(NS(=O)(=O)c2ccc(F)c(F)c2)c1,6,98,97,101,12,1.1,101,95,99,18,12
Cc1cc(C)n(-c2nc(-n3nc(C)cc3C)c3c4c(sc3n2)COC(C)(C)C4)n1,·,98,96,99,2,0.6,95,95,96,25,5
O=c1ccc2ccc(OCc3nnc(-c4ccccc4Br)o3)cc2o1,7,96,98,96,5,0.4,93,94,94,12,-11
CONC(=O)c1cc(OCC(F)(F)F)ccc1OCC(F)(F)F,·,101,104,100,0,0.1,103,99,102,23,12
CC1(C)Cc2c(C#N)c(OCC(=O)c3ccc(Cl)cc3)nc(-c3ccco3)c2CO1,-5,99,99,99,2,0.5,99,98,98,4,1
Cc1ccc(S(=O)(=O)N2CCC(C(=O)Nc3ccc4c(c3)OCO4)CC2)cc1,15,94,98,93,3,0.1,95,95,97,1,23
CC(C)Cn1c(N)c(C(=O)COC(=O)c2cccnc2Cl)c(=O)n(C)c1=O,9,91,100,91,0,0.5,89,95,95,16,-18
C=C(C)Cn1c(=S)[nH]c2ccccc2c1=O,·,97,100,96,24,-0.9,100,96,99,15,2
CC(=O)c1ccc(OCCCC(=O)Nc2ccc(C)c(S(=O)(=O)N(C)C)c2)cc1,·,103,103,102,25,1.3,105,101,99,16,4
O=c1cc(-c2cccc(Br)c2)nc(-c2ccccc2F)o1,6,95,100,94,0,-0.2,98,98,96,6,-10
Cc1c(C(=O)N2CCCCC2C)sc2ncnc(N3CCc4ccccc4C3)c12 (stereo not given),16,102,99,103,4,1.0,104,100,98,11,12
Cc1c2c(nc3ccccc13)CCC(C(C)(C)C)C2 (stereo not given),-9,99,96,95,8,0.2,102,95,96,11,23
COc1ccc(CNC(=O)Cn2ncn3cccc3c2=O)cc1,0,103,108,96,4,0.8,103,99,102,19,7
Cc1cc(/C=N\NC(=O)COc2cccc3cccnc23)c(C)n1-c1ccc(Br)cc1,3,98,101,97,20,2.3,101,95,98,11,28
Cc1c(C(=O)NCCCN2CCOCC2)oc2ccc(S(=O)(=O)N3CCOCC3)cc12,-21,100,104,100,-2,-0.2,101,95,98,13,17
Cc1noc(/C=C/c2cccs2)c1S(=O)(=O)N1CCC(C(=O)NCCCN2CCCC(C)C2)CC1 (stereo not given),5,98,101,99,7,0.5,97,98,99,11,3
CCCOc1ccc(-c2nnn(CC(=O)OCC)n2)cc1,6,96,94,99,26,0.2,102,97,98,35,1
COc1nc(-c2ccccc2)cc(C(F)(F)F)n1,·,96,94,98,3,0.5,93,95,97,14,4
CCOC(=O)n1c(=O)oc2ccccc21,·,101,101,103,-3,-0.4,105,100,98,13,-16
Nc1nc2nccc(-c3ccccn3)n2n1,-4,98,98,97,3,0.3,101,98,99,9,4
O=C(CCS(=O)(=O)c1cccc2nsnc12)NC1CCCCC1,·,103,99,103,0,0.3,100,97,101,12,22
Cc1cccc2cc(C(c3nnnn3Cc3ccccc3)N3CCCc4ccccc43)c(=O)[nH]c12 (stereo not given),-17,105,99,110,1,0.4,107,103,105,40,-6
Cc1occc1C(=O)Nc1cc(C(C)(C)C)on1,·,95,97,97,0,0.2,97,95,96,7,1
Cn1c(-c2ccc3c(c2)OCO3)cnc1NCc1ccc(Cl)cc1,·,100,100,100,7,0.8,103,99,100,7,32
Cc1c(Cl)cccc1-n1c(SCC(=O)N2CCC(C(=O)O)CC2)nnc1-c1ccncc1,8,97,98,97,8,0.7,100,96,98,11,7
CCCC(=O)Nc1ccc(S(=O)(=O)Nc2cc(C)nc(C)n2)cc1,8,100,99,102,1,-0.5,105,102,99,34,8

# Assay outcomes from PubChem.
